Screening results (PubChem)
GCN5L2 inh = GCN5L2 (KAT2A) acetyltransferase inhibition. Q92830. GCN5L2 HAT assay, ThioGlo1 CoA-SH fluorescence. Potency, µM (top dose mostly 58.9 µM), inactives show top-dose activity change, negative = inhibition, hits mostly inhibitors. 0.21% of 390,000 active
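Enzyme at 20nM final was mixed with library compounds for 15 min at room temperature. Peptide H3(1-25) at 75uM, acetyl-CoA at 70uM and ThioGlo1 at 50uM were then added. Plates were read immediately and after 20 min (Ex340nm/Em540nm).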
N370S GC mod = inhibits or activates N370S mutant glucocerebrosidase | P04062 | 0.092% of 330,000 active | AID 2101 | Potency, µM (titrated, usually from 59.4 µM), for inactives: at the top dose activity change, negative = inhibition, actives largely listed as inhibitors | N370S GC spleen homogenate, 4MU-glucoside fluorescence;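 note: 0% = full enzyme activity and -100% = no enzyme basal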
FEN1 inh = human FEN1 inhibition. P39748. Recombinant FEN1 flap cleavage, fluorescence, 15 min. Potency, µM (highest dose often 114 µM), for inactives: top-dose activity change, negative = inhibition, hits mostly inhibitors. 0.35% of 390,000 active. AID 588795; note: nearly all actives have a fitted effect of over 65% in size
Target sequence (P39748 whole entry, looked up): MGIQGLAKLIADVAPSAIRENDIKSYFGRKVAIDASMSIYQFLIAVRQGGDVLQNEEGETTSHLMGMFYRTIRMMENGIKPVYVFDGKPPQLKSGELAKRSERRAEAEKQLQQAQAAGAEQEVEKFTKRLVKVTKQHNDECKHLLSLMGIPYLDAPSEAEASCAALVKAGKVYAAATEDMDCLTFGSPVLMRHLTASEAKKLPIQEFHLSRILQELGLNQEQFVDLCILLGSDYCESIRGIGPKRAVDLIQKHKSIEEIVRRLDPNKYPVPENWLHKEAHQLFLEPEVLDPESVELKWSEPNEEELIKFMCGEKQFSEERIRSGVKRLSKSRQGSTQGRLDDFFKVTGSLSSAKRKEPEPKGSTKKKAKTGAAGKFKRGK
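Recombinant FEN1 (10 nM) was preincubated with pin-transferred compounds for 15 min at room temperature, then flap DNA substrate (50 nM final) was added. Plates were read at 0 and 15 min, and normalized concentration–response data were fitted to a four-parameter Hill equation.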
An asterisk follows results filed as active; ? = inconclusive; . = not tested or not shown; & = joins results of further samples. Calls come from the whole dose curve; as a rule, active = well fitted curve in the direction sought with a large enough effect; inconclusive = small, poorly fitted or top-dose-only effect, or another doubt; inactive = no such curve, though single readings can be large; an effect the other way counts as inactive or inconclusive. Unless noted, % is set by controls: 0 for no effect and ±100 for the full control effect; potency is the fitted concentration of half-maximal effect.

SMILES | GCN5L2 inh | N370S GC mod | FEN1 inh
CCS(=O)(=O)CCSC1OC(COC(C)=O)C(OC(C)=O)C(OC(C)=O)C1OC(C)=O (stereo not given) | -2.8% | -2.2% | 3.5%
Cc1cc2nc3n(c2cc1C)CC1CC(C(=O)NCc2ccccc2)N(C)C31 (stereo not given) | -1.4% | 1.9% | 17.0%
CC(C)(C)OC(=O)C[C@@H]1C/C=C\C[C@@H](CC(=O)N[C@@H](CO)Cc2ccccc2)C(=O)NCCOC1=O | 2.2% | . | 15.0%
CCOC(=O)c1ccc(N2CCN(c3ccccc3OC)CC2)c(NC(=O)Nc2ccc(CC)cc2)c1 | 0.8% | . | -0.9%
Cn1c2ccccc2c2nnc(SCC(=O)NC3CC3)nc21 | -5.0% | 1.5% | 13.0%
Cc1cc(Br)ccc1S(=O)(=O)NCc1ccccc1 | -6.5% | 2.9% | -18.0%
CCCCn1c(SCc2cc(=O)n3ccsc3n2)nc2cc(C(=O)OC)ccc2c1=O | -3.8% | 2.7% | .
CCN1CCN(C(c2cccs2)C(C)NC(=O)c2cccnc2)CC1 (stereo not given) | -1.7% | 7.4% | -1.3%
COc1cc(NC(=S)NC(=O)c2ccc(C)cc2C)ccc1NC(=O)c1cccs1 | 2.1% | -1.0% | -6.1%
CCCCCN(C(=O)COC(=O)c1ccc(Br)o1)c1c(N)n(CCCC)c(=O)[nH]c1=O | 1.6% | -2.1% | -6.0%
COc1cc2c(cc1OC)[C@@H](NC(=O)CCC1CCCCC1)[C@H](O)C2 | -2.9% | . | 8.8%
Cc1ccc2c(c1)-c1c(c(C(=O)N3CCN(c4cc(C)ccc4C)CC3)nn1C)CS2 | 23.1% | . | 16.7%
Cc1ccc2c(=O)cc(C(=O)Nc3ccc(S(=O)(=O)Nc4nc(C)cc(C)n4)cc3)oc2c1 | -10.8% | . | ?
Cc1ccc2nc(N3CC(=O)Nc4ccccc43)nc(-c3ccccc3)c2c1 | 23.6% | 1.4% | -2.0%
CCCn1c(SCC(=O)Nc2ccc(OC)cc2[N+](=O)[O-])n[nH]c1=O | -5.3% | 6.8% | 7.2%
CCN(C(=O)COC(=O)c1ccc(OC)c(S(=O)(=O)N(C)Cc2ccccc2)c1)C1CCS(=O)(=O)C1 (stereo not given) | -7.5% | -0.6% | 0.9%
CC1=C(C(=O)Nc2ccccc2)C(c2ccco2)n2ncnc2N1 (stereo not given) | -11.6% | -4.4% | 0.4%
CC(C)c1ccc(NC(=O)Cn2cccc2C2=NC(c3ccccc3)CO2)cc1 (stereo not given) | 0.9% | 16.2% | 6.8%
COc1ccc(CCNC(=O)c2ccc3c(c2)N(Cc2cccc(Cl)c2)C(=O)CS3)cc1OC | -10.3% | . | 1.4%
CC1(c2ccc3c(c2)OCO3)NC(=O)N(CC(=O)Nc2ccccc2[N+](=O)[O-])C1=O (stereo not given) | -1.8% | -0.4% | -9.2%
Cc1csc(SCC(=O)Nc2cc(C(N)=O)cc(C(N)=O)c2)n1 | 1.7% | . | 7.5%
Cc1ccc(/C=C/C(=O)NCc2ccc(S(N)(=O)=O)cc2)o1 | ? | 10.0% | -2.8%
COc1ccc(N/C(C)=C/C(=S)Nc2ccccc2)cc1 | 18.0% | -10.1% | -0.2%
Cc1nc(N2CCC(C)CC2)c(C#N)c(C)c1[N+](=O)[O-] | 0.0% | 0.0% | -6.8%
CCN(C(=O)CSc1nc2c(cnn2-c2ccccc2)c(=O)[nH]1)C1CCS(=O)(=O)C1 (stereo not given) | -3.7% | 7.8% | -1.3%
O=C(CNc1cc(S(=O)(=O)N2CCOCC2)ccc1N1CCCC1)N1CCc2ccccc21 | -2.8% | -2.0% | -10.0%
O=C1CC(c2cccc(Br)c2)c2cc3c(cc2N1)CCC3 (stereo not given) | -1.0% | 6.8% | -11.4%
CCN(CC)c1ncnc2c1cnn2Cc1ccc(C)cc1 | 0.6% | -10.9% | -0.3%
COc1ccc2[nH]c(C)c(C(=O)CN3CC(C)OC(C)C3)c2c1 (stereo not given) | -1.8% | 3.7% | 6.8%
COc1ccc(NC(=O)COc2ccc(C)nc2[N+](=O)[O-])cc1S(N)(=O)=O | -8.8% | . | 12.2%
COC(=O)c1ccc(COc2ccccc2[N+](=O)[O-])o1 | 1.5% | 0.1% | 0.5%
CCOc1ccc(/C=N/n2c(SC)nnc(C(C)(C)C)c2=O)cc1 | 4.3% | 7.7% | 0.0%
CC(C)(C)NC(=O)CN(C(=O)c1csnn1)c1ccccc1-c1ccccc1 | -5.1% | -18.7% | 3.1%
COc1ccc(NS(=O)(=O)c2ccc(O)c([N+](=O)[O-])c2)cc1S(=O)(=O)N1CCCCC1 | -7.4% | . | -4.4%
O=C(Nc1nonc1-c1ccc(Cl)cc1)c1ccccc1 | -8.6% | -8.6% | 2.9%
COc1cccc(N2CCN(C(=O)C3CCN(S(=O)(=O)c4cn(C)cn4)CC3)CC2)c1 | 23.5% | . | 2.1%
O=C(c1cccc(Cl)c1Cl)N1CCN(c2ccccn2)CC1 | -1.5% | -25.2% | -15.9%
Cc1cc(C)c(C(=O)N2CCCC(N3CCN(c4ccc(F)cc4)CC3)C2)o1 (stereo not given) | -4.7% | -3.8% | 1.4%
COCCn1nnnc1CN1CCC(NC(=O)c2ccc(Br)cc2)CC1 | -1.0% | 1.7% | -2.4%
CC(=O)C1=C(O)C(=O)N(CC(=O)O)C1c1ccccc1Cl (stereo not given) | -7.2% | 1.4% | 10.8%
COc1ccc(-c2cc(C(F)(F)F)n3nc(C(=O)Nc4cc(C(F)(F)F)ccc4Cl)cc3n2)cc1OC | -3.2% | . | 4.3%
CCCCCCN=C1CC(C)(C)CC(=O)/C1=C(/O)CCC | -0.5% | 12.0% | -5.1%
COc1ccc(N2CCN(C(CNC(=O)C(=O)NCC(OC)OC)c3ccco3)CC2)cc1 (stereo not given) | 0.3% | -14.8% | 6.1%
COc1ccc(C(=O)NCC(=O)N/N=C/c2cccnc2)cc1OC | -5.1% | -12.7% | 17.6%
Cn1nc(C(F)(F)F)c(CNC(=O)C(C)(C)CCl)c1N1CCOCC1 | 3.2% | -2.5% | 2.1%
CCCCOC(C)n1cc(F)c(=O)[nH]c1=O (stereo not given) | -0.7% | 0.0% | 6.9%
CCCc1cc(=O)[nH]c(SCC(=O)N2CCN(S(=O)(=O)c3ccccc3)CC2)n1 | -4.4% | 1.9% | -6.8%
CC(C)Oc1ccc(C(=O)Nc2c3c(nn2-c2ccccc2)CS(=O)(=O)C3)cc1 | -11.0% | -6.1% | -6.3%
CCCN1CCN(CCCNC(=S)Nc2ccc(OC)cc2)CC1 | 1.5% | 0.4% | -2.1%
CN(C)CCCNS(=O)(=O)c1ccc(-n2nnc3ccccc32)c([N+](=O)[O-])c1 | 1.1% | 6.2% | 16.1%
O=Cc1c(Cl)nc2ccccn12 | 0.5% | -2.4% | -3.5%
COc1ccc(NC(=O)C2CCN(S(=O)(=O)c3cn(C)cn3)CC2)cc1Cl | 7.6% | . | -1.6%
O=C(O)c1cc(N/N=C/c2cccc3ccccc23)ccc1Cl | -4.2% | 2.0% | -7.1%
CCOc1ccccc1C(=O)N1CCN(CCc2ccccn2)CC1 | -4.7% | . | 0.6%
Cc1cc(Cl)ccc1NC(=O)C1CCN(c2nnc(-n3c(C)ccc3C)s2)CC1 | -2.7% | . | 9.0%
O=C(Cn1cc(SCc2ccc(F)cc2)c2ccccc21)N1CCCCCC1 | -18.0% | . | ?
O=C(CSc1nc2nn(-c3ccccc3)c(=O)c-2c2n1CCCCC2)c1ccc(OC(F)F)cc1 | -4.8% | . | 13.3%
O=C(CCS(=O)(=O)c1ccc(F)cc1)N1CCOCC1 | -1.4% | -4.2% | -6.9%
Cc1csc(CNc2ncnc3ccc(-c4ccco4)cc23)c1 | -10.4% | -2.7% | .
OC(COCc1cccs1)CN1CCN(c2ccccn2)CC1 (stereo not given) | -1.9% | -14.6% | 0.0%

Laid out differently: entries from further up
Sequence of screens – GCN5L2 inh, N370S GC mod, FEN1 inh
- CC(C)Oc1ccc(C(=O)Nc2c3c(nn2-c2ccccc2)CS(=O)(=O)C3)cc1
  -11.0%, -6.1%, -6.3%
- CCCN1CCN(CCCNC(=S)Nc2ccc(OC)cc2)CC1
  1.5%, 0.4%, -2.1%
- CN(C)CCCNS(=O)(=O)c1ccc(-n2nnc3ccccc32)c([N+](=O)[O-])c1
  1.1%, 6.2%, 16.1%
- O=Cc1c(Cl)nc2ccccn12
  0.5%, -2.4%, -3.5%
- COc1ccc(NC(=O)C2CCN(S(=O)(=O)c3cn(C)cn3)CC2)cc1Cl
  7.6%, ., -1.6%
- O=C(O)c1cc(N/N=C/c2cccc3ccccc23)ccc1Cl
  -4.2%, 2.0%, -7.1%
- CCOc1ccccc1C(=O)N1CCN(CCc2ccccn2)CC1
  -4.7%, ., 0.6%
- Cc1cc(Cl)ccc1NC(=O)C1CCN(c2nnc(-n3c(C)ccc3C)s2)CC1
  -2.7%, ., 9.0%
- O=C(Cn1cc(SCc2ccc(F)cc2)c2ccccc21)N1CCCCCC1
  -18.0%, ., ?
- O=C(CSc1nc2nn(-c3ccccc3)c(=O)c-2c2n1CCCCC2)c1ccc(OC(F)F)cc1
  -4.8%, ., 13.3%
- O=C(CCS(=O)(=O)c1ccc(F)cc1)N1CCOCC1
  -1.4%, -4.2%, -6.9%
- Cc1csc(CNc2ncnc3ccc(-c4ccco4)cc23)c1
  -10.4%, -2.7%, .

(continued)
SMILES | GCN5L2 inh | N370S GC mod | FEN1 inh
CCn1cc2c(n1)-c1c(oc(C(=O)Nc3cccc(C(F)(F)F)c3)c1C)CC2 | -16.1% | . | 12.2%
O=C(Nc1ccccn1)c1sc2cc([N+](=O)[O-])ccc2c1Cl | ? | 0.8% | -6.9%
COCCN=c1scc(C)n1/N=C/C1CC2C=CC1C2 (stereo not given) | 2.8% | 7.0% | 4.5%
O=C(NC1(C(F)(F)F)N=C(c2ccccc2)NC1=O)c1ccc(Cl)cc1Cl (stereo not given) | -1.8% | 9.1% | -0.3%
O=C(/C=C/c1cccc([N+](=O)[O-])c1)Nc1ccccc1N1CCOCC1 | -1.5% | -12.6% | -4.9%
O=C(NC1CC(=O)N(c2ccc(F)cc2)C1)C(c1ccccc1)c1ccccc1 (stereo not given) | -5.6% | . | 9.0%
CC(C)Oc1ccc(C(=O)NC2(C(F)(F)F)N=C3SCCN3C2=O)cc1 (stereo not given) | -0.1% | 1.9% | -1.5%
COc1ccc(C(=O)Nn2c(SCC(=O)c3ccccc3)nc3ccccc3c2=O)cc1 | ? | 1.9% | -11.9%
COCCn1c(SCC(N)=O)nc2c(c1=O)SC(C)C2 (stereo not given) | -4.5% | -18.2% | -6.5%
Cc1cc(Nc2ccc(Br)c(C)c2)n2nc(C)nc2n1 | -0.1% | -9.8% | 12.8%
COCCn1c(=NC(=O)c2ccc(S(=O)(=O)N3CCc4ccccc4C3)cc2)sc2cc(OC)ccc21 | -6.0% | 3.4% | -2.5%
COc1ccc(N(C)S(=O)(=O)c2cccc(C(=O)Nc3ccc(N4CCOCC4)cc3)c2)cc1 | -7.2% | . | 8.8%

Arranged by value in N370S GC mod (high to low): some entries from above.
SMILES | GCN5L2 inh | N370S GC mod
COCCn1c(=NC(=O)c2ccc(S(=O)(=O)N3CCc4ccccc4C3)cc2)sc2cc(OC)ccc21 | -6.0% | 3.4%
O=C(Nc1ccccn1)c1sc2cc([N+](=O)[O-])ccc2c1Cl | ? | 0.8%
Cc1cc(Nc2ccc(Br)c(C)c2)n2nc(C)nc2n1 | -0.1% | -9.8%

Carrying on:
SMILES | GCN5L2 inh | N370S GC mod | FEN1 inh
Cc1ccc(Oc2cc(NN3CCCCC3)c([N+](=O)[O-])cc2[N+](=O)[O-])c(Cl)c1 | -1.7% | 3.1% | 9.8%
CC(=O)Nc1ccc(OCC(O)CN2CCN(c3cc(Cl)ccc3C)CC2)cc1 (stereo not given) | -14.2% | -2.3% | -6.1%
Cc1[nH]c2ccccc2c1C(=O)COC(=O)Cn1cnc2ccccc21 | -1.7% | 1.6% | -9.5%
Cc1nn(C)cc1C1C2=C(CC(C)(C)CC2=O)OC2=C1C(=O)CC(C)(C)C2 | -5.3% | 7.2% | -2.5%
COc1cccc(C2CC(c3ccccc3Cl)Nc3nc(N)nn32)c1 (stereo not given) | -1.0% | ? | 1.9%
CCOc1ccc(NC(=O)c2ccc3c(=O)n4c(nc3c2)CCCCC4)cc1 | -7.9%&-3.8% | -4.8% | -0.8%&6.0%
COc1cc(/C=N/NC(=O)CC2(C)OCCO2)cc(Br)c1O | -9.5% | -4.4% | -2.3%
Cc1ccc(-n2nnnc2-c2cnc3ccc(Cl)cc3c2-c2ccccc2)cc1 | ? | 7.5% | -13.8%
Cc1ccccc1-n1nc2c(c1NC(=O)c1ccc3c(c1)OCO3)CS(=O)(=O)C2 | -0.1% | -1.8% | 2.6%
O=C(c1ccco1)N1CCN(Cc2cc(=O)c(OCc3ccc(F)cc3)co2)CC1 | -8.8% | -6.6% | -16.7%
c1coc(-c2nnc3sc(Cc4cccs4)nn23)c1 | -25.8% | 4.6% | 56.2µM*
CC(C)n1nnnc1SCC(=O)N1N=C(c2cccs2)CC1c1cccs1 (stereo not given) | -7.5% | . | 0.2%
CC(C)CCOP(=O)(c1ccc(N(C)C)cc1)C(O)c1ccccc1F (stereo not given) | -7.7% | 14.8% | -10.2%

Not all compounds are listed. The share of hits here may be higher or lower than overall.
